Assay outcomes as filed in PubChem.
CHT inh: inhibits the human high affinity choline transporter; AID 488975; B-score at 10 µM; CHT-expressing cells, membrane potential dye, choline response; active compounds read low; 0.86% of 310,000 active;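 active = B-score over 3 SD under the library average, and starting fluorescence ratio not unusually high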;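 also: choline stimulus applied at its EC90 after an EC20 pre-addition; B-score computed on integrated fluorescence ratio after choline addition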
Target sequence (Q9GZV3 whole entry, looked up): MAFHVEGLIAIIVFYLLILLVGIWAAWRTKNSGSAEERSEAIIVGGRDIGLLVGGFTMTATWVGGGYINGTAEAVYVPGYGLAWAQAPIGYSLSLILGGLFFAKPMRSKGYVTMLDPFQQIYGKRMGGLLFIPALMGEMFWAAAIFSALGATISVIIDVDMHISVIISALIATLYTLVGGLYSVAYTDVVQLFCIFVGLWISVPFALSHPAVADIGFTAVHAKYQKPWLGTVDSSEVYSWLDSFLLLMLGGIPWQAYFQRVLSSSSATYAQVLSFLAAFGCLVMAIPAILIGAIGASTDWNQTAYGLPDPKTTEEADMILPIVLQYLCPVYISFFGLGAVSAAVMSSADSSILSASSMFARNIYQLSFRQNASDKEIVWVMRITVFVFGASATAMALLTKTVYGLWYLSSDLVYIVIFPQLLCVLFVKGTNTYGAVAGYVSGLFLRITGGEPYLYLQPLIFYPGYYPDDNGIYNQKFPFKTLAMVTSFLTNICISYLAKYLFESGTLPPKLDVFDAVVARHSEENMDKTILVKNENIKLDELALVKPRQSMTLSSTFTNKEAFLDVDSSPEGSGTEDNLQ
CHT PAM: allosteric activators of human choline transporter CHT. Q9GZV3. CHT-expressing cells, membrane potential dye, choline EC20; active compounds read high; LV-AA mutant CHT in HEK293 cells. B-score at 10 µM. 0.49% of 310,000 active;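 active = initial fluorescence not abnormally high and integrated response B-score, plate-corrected, over 3 SD above library mean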
STK33 kinase inh: inhibitors of human STK33 kinase. Q9BYT3. purified STK33, MBP phosphorylation, ADP-Glo luminescence. inhibition, % at 10 µM. 0.073% of 320,000 active;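 active = inhibition at or above 25%, using the most active replicate where run in duplicate; inactive = inhibition below 25%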
Starred values were filed as active, the others as inactive; i = inactive.

SMILES	CHT inh	CHT PAM	STK33 kinase inh
Cc1ccccc1NC(=O)C(C)Sc1nnc(-c2ccncc2)n1CC1CCCO1 (stereo not given)	i	i	-0.4
CCCCCCSc1cc(-c2nc3cc(C)ccn3c2NCCCC)ccc1OC	i	i	-0.7
Cc1ccc(NC(=O)CN(C)C(=O)C(C)OC(=O)c2ccccc2NCCO)cc1 (stereo not given)	i	i	-0.3
COC(=O)c1sccc1NC(=O)c1ccc(Cl)cc1	i	i	1.4
CCOc1ccc(Br)cc1CNCCN1CCOCC1	i	i	-0.8
N#Cc1nc(-c2ccc(F)cc2)oc1NCCN1CCOCC1	i	i	-1.0
O=C(/C=C/c1cccs1)c1cc(Cl)ccc1OC(=O)N1CCOCC1	i	i	-1.5
C#CCOCCOCCOCCNc1nc(N2CCN(C(=O)CCCCCCCCCCNC(=O)Cn3cc(C[C@@H](C)O)nn3)CC2)nc(N2CCN(C(=O)CCCCCCCCCCNC(=O)[C@@H]([C@H](C)CC)n3cc(CCCCCN)nn3)CC2)n1	i	i	16.0
COc1ccc(OC)c(-c2nnc(SCC(=O)NC3CCCCC3)o2)c1	i	i	-1.0
CCOc1ccc(CNCCNC(=O)c2nonc2N)cc1	i	i	-0.6
Cc1cc(C(=O)NCCc2ccc(Cl)cc2)n(-c2ccccc2)n1	i	i	-1.2
NNC(=O)CNC(c1ccccc1)c1cc(Br)ccc1NC(=O)CCN1CCOCC1 (stereo not given)	i	i	-1.4
CC(=O)c1ccc(-n2c(SCC(=O)c3c[nH]c4ccccc34)nc3ccccc3c2=O)cc1	i	i	1.1
O=C(O)c1ccc(S(=O)(=O)Cc2ccccc2)cc1	i	i	-1.1
COc1cccc(/C=N/Nc2snc(SC)c2C#N)c1O	i	i	-1.0
Cc1nc(NCCO)c2nnn(Cc3ccccc3F)c2n1	i	i	-5.8
Cc1ccccc1C(=O)Oc1cc(N)n(S(C)(=O)=O)n1	i	i	0.5
Cc1cccc(C)c1NC(=O)CCn1cnc2ccccc2c1=O	i	i	-0.6
CSc1ccccc1C(=O)NCc1ccc2c(c1)OCO2	i	i	-0.8
COC(=O)CCCCCCCCC(=O)Nc1nc2ccccc2s1	i	i	0.4

Shown with bars between the fields: part of the list above.
smiles | CHT inh | CHT PAM | STK33 kinase inh
O=C(O)c1ccc(S(=O)(=O)Cc2ccccc2)cc1 | i | i | -1.1
COc1cccc(/C=N/Nc2snc(SC)c2C#N)c1O | i | i | -1.0
Cc1nc(NCCO)c2nnn(Cc3ccccc3F)c2n1 | i | i | -5.8
Cc1ccccc1C(=O)Oc1cc(N)n(S(C)(=O)=O)n1 | i | i | 0.5
Cc1cccc(C)c1NC(=O)CCn1cnc2ccccc2c1=O | i | i | -0.6
CSc1ccccc1C(=O)NCc1ccc2c(c1)OCO2 | i | i | -0.8

The listing continues.
SMILES	CHT inh	CHT PAM	STK33 kinase inh
O=C(Nc1ccc(C(F)(F)F)cc1)C1CCCN1S(=O)(=O)c1cccc2cccnc12 (stereo not given)	i	i	1.3
CC(=O)c1c(O)cc(C)n(-c2ccc(F)cc2)c1=O	i	i	-1.0
COc1ccc(-c2oc3cccnc3c2-c2ccc(OC)nc2)cc1	i	i	-1.6
Cc1ccc(C(=O)Nc2ccccc2SCC2CSc3nc4ccccc4c(=O)n32)cc1 (stereo not given)	i	i	-1.3
COC(=O)C1(O)CC(C(C)C)=NN1C(=O)c1ccccc1 (stereo not given)	i	i	-0.9
O=S(=O)(c1ccc(-c2ccno2)s1)N1CCCCC1	i	i	-2.1
Cc1nc(SCC(=O)NCc2ccco2)c2c(=O)n(C)c(=O)n(CC(C)C)c2n1	i	i	-1.4
COc1ccc(-c2nnc(NC(=O)c3ccc([N+](=O)[O-])o3)o2)c(OC)c1	i	i	0.1
COC(=O)c1nnn(-c2ccsc2C(=O)OC)c1C(=O)OC	i	i	0.7
O=C(c1cccc(S(=O)(=O)N2CCOCC2)c1)N1CCCC(C(F)(F)F)C1 (stereo not given)	i	i	-0.5
COC(=O)CCC(=O)OC1(C)C(=O)C=C2C=C(C3CC3)N(CCN3CCOCC3)C=C2C1=O (stereo not given)	i	i	-0.4
CCC(C)NC(=O)CCC(=O)Nc1ccc2nc(N3CCOCC3)cc(C)c2c1 (stereo not given)	i	7.94*	0.3
O=C(CCCOc1ccc(Cl)cc1Cl)NCCCn1ccnc1	i	i	-3.9
CCNC(=S)Nc1cc2oc3ccccc3c2cc1OC	i	i	-2.9
O=C(CSc1ncccn1)NCCc1ccccc1	i	i	-0.1
Cn1c(NCCc2ccccc2)cc(=O)n(C)c1=O	i	i	0.3
Cn1nc(C(C)(C)C)c(NC(=O)c2sccc2Cl)c1C(C)(C)C	i	i	0.3
COc1cc(C(=O)Nc2ccccc2N2CCOCC2)ccc1OCc1c(C)noc1C	i	i	-0.3
CC(=O)Nc1c2c(nn1-c1cccc(Cl)c1)CS(=O)(=O)C2	i	i	1.1
COc1cccc(-c2nnn(CC(=O)O)n2)c1	i	i	-0.8

Entries shown so far that contain a furan ring, fused or not (4):
SMILES	CHT inh	CHT PAM	STK33 kinase inh
COc1ccc(-c2oc3cccnc3c2-c2ccc(OC)nc2)cc1	i	i	-1.6
Cc1nc(SCC(=O)NCc2ccco2)c2c(=O)n(C)c(=O)n(CC(C)C)c2n1	i	i	-1.4
COc1ccc(-c2nnc(NC(=O)c3ccc([N+](=O)[O-])o3)o2)c(OC)c1	i	i	0.1
CCNC(=S)Nc1cc2oc3ccccc3c2cc1OC	i	i	-2.9

(listing goes on)
SMILES	CHT inh	CHT PAM	STK33 kinase inh
Cc1cc(=O)n(-c2ccc3ccccc3n2)[nH]1	i	i	1.8
CCCc1cc(N2CCCC(C(=O)Nc3ccc(OC)cc3OC)C2)n2ncnc2n1 (stereo not given)	i	i	-1.6
CC1CCC(NC(=O)CCNC(=O)c2ccccc2)CC1 (stereo not given)	i	i	-0.6
Cc1cc(C)c2nc(SCC(=O)Nc3cc(C)on3)c(C)cc2c1	i	i	1.1
COC(=O)c1cc2c(cc1[N+](=O)[O-])OCO2	i	i	8.3
Cc1sc2nc(CSc3ccccc3)nc(N3CCOCC3)c2c1C	i	i	-2.0
Cc1ccc([N+](=O)[O-])cc1NC(=O)C(C)N1CCCCC1 (stereo not given)	i	i	-1.5
OC(c1ccccc1)C(O)c1ccccc1 (stereo not given)	i	i	2.4
C=C(C)Cn1c(CCNC(=O)C(C)(C)C)nc2ccccc21	i	i	-2.5
Cc1nc2sc(C(c3ccco3)N3CCN(c4ccccc4)CC3)c(O)n2n1 (stereo not given)	i	i	-1.7
Cc1ccccc1NC(=O)NCCCCc1ccccc1	i	i	-0.1
Cc1c(OC(C)C(=O)NCc2ccccn2)ccc2c3c(c(=O)oc12)CCC3 (stereo not given)	i	i	-0.8
O=C(CNC(=O)c1cccs1)Nc1ccncc1	i	i	-1.5
C/C(=N/Oc1nc(C)cc(C)n1)c1ccccc1	i	i	-2.1
CCOc1ccc(Br)cc1S(=O)(=O)Nc1ccc(N2CCOCC2)cc1	i	i	-1.0
OCC1(Cc2ccc(F)cc2)CCCN(Cc2ccc(F)cc2Cl)C1 (stereo not given)	i	i	-0.1
O=C(CCC(=O)NC1CCCCCC1)Nc1nnc(C(F)(F)F)s1	i	i	-0.8
O=C(Nc1ccn(-c2ccccc2)n1)c1ccccc1Br	i	i	-1.8
COc1ccc2c(c1)C(=NO)c1cc(OC)ccc1-2	i	i	20.3
COc1cccc(CC2CC(=O)N(CCc3ccc4c(c3)OCO4)C2=O)c1 (stereo not given)	i	i	-1.1
Cc1cc(/C=N/O)c(C)n1-c1ccccc1	i	i	1.1
COc1ccc(OCc2cc(C(=O)NCC3CCCCO3)no2)c(Cl)c1 (stereo not given)	i	i	-2.3
COc1ccc(NC(=S)N(CCN2CCOCC2)Cc2cc3cc4c(cc3[nH]c2=O)OCO4)cc1	i	i	0.0
C(=C\n1nnc2ccccc21)/c1ccccn1	i	i	3.4
CCCN1CCN(S(=O)(=O)c2ccc(-c3cc(C)no3)s2)CC1	i	i	1.4
O=C(O)c1ccc(OCC(F)(F)F)nc1	i	i	0.0
COc1ccc(-c2cc(-c3ccccc3)n3ncnc3n2)cc1	i	i	-0.8
Fc1cc2[nH]c(=S)[nH]c2c(Br)c1N1CCSCC1	i	i	1.0
N/C(=N\OC(=O)Oc1ccccc1)c1cccc([N+](=O)[O-])c1	i	i	-0.8
COc1ccc(NC(=O)CSc2nc3c(c(=O)n2-c2ccc(F)cc2)SCC3)c(OC)c1	i	i	-0.5
FC(F)Sc1ccc(-n2c(-c3ccc(Cl)cc3)c[n+]3c2CCC3)cc1	i	6.31*	0.0
Cc1ccc[n+](CC(=O)c2ccc(NC(=O)c3ccccc3)cc2)c1C	i	i	1.1
CCON1C(=O)CN(C(=O)OC)C1c1ccc(Cl)cc1Cl (stereo not given)	i	i	-1.4
COc1cc2c(cc1OC)CN(C(=O)C1CCN(S(=O)(=O)c3ccccc3F)CC1)CC2	i	i	0.3
COC(=O)c1ccccc1NC(=O)c1ccccc1N(C)S(=O)(=O)c1ccccc1	i	i	-1.8
CC1CCN(c2c(NCC3CCC(C(=O)N4CCCCC4)CC3)c(=O)c2=O)CC1 (stereo not given)	i	i	0.3
COc1ccccc1CCNC(=O)CSc1nc(=O)[nH]c2c1CCC2	i	i	-2.5
O=C(NC(=S)NNC(=O)c1ccccc1O)c1ccc(F)cc1	i	i	-2.2
CCc1ccc(-n2c(Cn3nc(C(F)(F)F)cc3C)n[nH]c2=S)cc1	i	i	0.0
COc1ccc(Oc2ccccc2C#N)cc1	i	i	-1.5
Cc1cc(C(=O)CSc2nnc(-c3cccc(F)c3)n2N)c(C)n1Cc1ccc2c(c1)OCO2	i	i	-1.4
NCCCC(=O)N1c2ccccc2Sc2ccc(Cl)cc21	i	i	0.6
CC(=O)NC(CC(=O)NCCN1C(=O)S/C(=C\c2ccccc2)C1=O)c1ccccc1 (stereo not given)	-5.66*	i	-0.3
COc1ccc(-c2noc(CSc3nnc(Cc4ccccc4)n3-c3ccc(Cl)cc3)n2)cc1	i	i	-0.1
Cc1ccc2[nH]c(-c3ccccc3)cc(=O)c2c1	i	i	-0.6
CC(C)c1nnc(NC(=O)CCC(=O)NC2CC2)s1	i	i	0.7
COc1ccc(N(C(=O)c2ccco2)C(C(=O)NC2CCCC2)c2ccc(N3CCOCC3)cc2)c(OC)c1 (stereo not given)	i	i	1.2
CC(=O)c1sc(NC(=O)COc2ccc([N+](=O)[O-])cc2)nc1C	i	i	-0.9
O=C(Nc1nc(-c2ccc3c(c2)OCCO3)cs1)C1CCCC1	i	i	0.0
Cc1nn(C)cc1-c1n[nH]c(=S)n1-c1ccc(Cl)cc1	i	i	-1.0
CC1Cc2ccccc2N1C(=S)Nc1ccc(S(N)(=O)=O)cc1 (stereo not given)	i	i	-0.2
O=C(CN(CC1CCCO1)C(=O)CNS(=O)(=O)c1ccc(F)cc1)NCCc1ccccc1 (stereo not given)	i	i	-2.0
Cc1noc(C(=O)NCc2ccc(F)cc2)c1Cl	i	i	-3.0
O=C(COc1ccccc1Cl)N1CCc2ccccc2C1	i	i	-0.6
O=S(=O)(Nc1ccc(S(=O)(=O)Nc2ccccc2)cc1)c1ccccc1	i	i	5.8
COc1ccc(C(=O)c2nc3c(n2O)CCCC3)cc1OC	i	i	-0.8
Cc1cc(-c2nnc(CCC(=O)N(C)Cc3ccsc3)o2)no1	i	i	1.0
COc1cc2c(cc1OC)C(SC)=NC1(CCCC1)C2	i	i	-1.3
CCN(CC)CCOC(c1ccccc1)c1ccc(C)cc1 (stereo not given)	i	i	-0.2
NC(=O)c1ccc[n+](CCC[n+]2cccc(C(N)=O)c2)c1	i	i	0.1

Not a hit list (roughly 1.5% active in at least one column).
